High-throughput results from PubChem BioAssay.
V1R ag counter: counter-screen for oxytocin receptor agonists: human V1a receptor agonists; activation, % at 3 µM; P37288; CHO-V1R cells, Fluo-8 calcium fluorescence, agonist mode; 0% DMSO, 100% 3 nM vasopressin; 320,000 compounds, 0.25% hits;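 active = activation above the mean activation of all tested compounds plus 3 SD, per screening run, cut at about 20% in these data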;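 note: signal is peak over basal fluorescence ratio across a 100 second FLIPR read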
Target sequence (P37288 whole entry, looked up): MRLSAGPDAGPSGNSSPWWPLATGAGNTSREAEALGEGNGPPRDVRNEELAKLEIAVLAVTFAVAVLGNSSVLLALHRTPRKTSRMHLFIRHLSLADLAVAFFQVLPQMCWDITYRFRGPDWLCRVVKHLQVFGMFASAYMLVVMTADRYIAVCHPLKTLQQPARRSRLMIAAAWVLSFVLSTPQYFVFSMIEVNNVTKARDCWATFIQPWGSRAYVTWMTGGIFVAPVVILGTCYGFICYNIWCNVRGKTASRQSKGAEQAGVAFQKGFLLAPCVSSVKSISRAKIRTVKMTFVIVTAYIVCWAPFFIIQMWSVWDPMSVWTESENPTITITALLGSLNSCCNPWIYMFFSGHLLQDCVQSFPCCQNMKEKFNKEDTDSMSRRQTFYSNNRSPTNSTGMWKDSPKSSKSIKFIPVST
M1 PAM parental: M1 PAM counterscreen hit in parental CHO-K1 cells; activation, % at 3 µM; 360,000 compounds, 0.02% hits; AID 602247; ATP EC20, Fluo-8 calcium fluorescence; 0% at ATP EC20, 100% at ATP max;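 active = activation above the run cutoff, the mean activation of all test compounds plus 3 SD, cut at about 40% in these data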;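 note: peak over basal fluorescence ratio in a 140 s read after ATP addition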
OXTR potentiator: human OXTR potentiation; CHO-OTR cells, Fluo-8 calcium fluorescence, potentiator mode; 0% = oxytocin EC15, 100% = EC100; activation, % at 3 µM; 320,000 compounds, 0.061% hits; AID 2445;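 active = activation above that plate's cutoff, the mean activation of tested compounds plus 3 SD, cut at about 6.6% in these data, passing the limit was not always enough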;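 note: 100% uses oxytocin at 75 nM as the full agonist control; some results filed as inactive read as strong as hits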
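test system = CHO-OTR cells, human receptor | compound = single-point 3.0 µM | schedule = 6 min compound pre-incubation at room temperature, 100 s kinetic read | signal = Fluo-8 no-wash calcium dye fluorescence, excitation 470-495 nm, emission 515-575 nm | repeats = single well per compound, singlicate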
CHO parental Ca: counter-screen for OX1R antagonists: effect in parental CHO cells | parental CHO-K1, ATP-induced calcium, Fluo-8 fluorescence | 330,000 compounds, 0.63% hits | inhibition, % at 5.6 µM;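 active = inhibition above that plate's mean sample inhibition plus 3 SD, cut at about 26% in these data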;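 note: 0% = ATP-challenged DMSO wells and 100% = DMSO wells without ATP; some compounds past the cut are filed as inactive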
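Material: parental CHO cells / Compound: single nominal dose of 5.6 µM per compound / Signal: Fluo-8 fluorescence / Replicates: singlicate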
M1 ag: activates human CHRM1 receptor; 360,000 compounds, 0.33% hits; activation, % at 3 µM; CHO-K1 hM1, Fluo-8 calcium fluorescence, agonist mode; 0% DMSO, 100% acetylcholine EC100;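 active = activation above the run's mean compound activation plus 3 SD, cut at about 16% in these data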;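 note: peak over basal fluorescence ratio within a 140 s kinetic read after compound addition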
TAAR1 agonist: agonists of human TAAR1; 360,000 compounds, 0.99% hits; CHO RD-HGA16 TAAR1, Fluo-8 calcium fluorescence; vehicle wells 0%, saturating PEA agonist 100%; activation, % at 3 µM; AID 624467;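 active = activation above the mean activation of all test compounds in the run plus 3 SD, cut at about 38% in these data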
Target sequence (Q96RJ0 whole entry, looked up): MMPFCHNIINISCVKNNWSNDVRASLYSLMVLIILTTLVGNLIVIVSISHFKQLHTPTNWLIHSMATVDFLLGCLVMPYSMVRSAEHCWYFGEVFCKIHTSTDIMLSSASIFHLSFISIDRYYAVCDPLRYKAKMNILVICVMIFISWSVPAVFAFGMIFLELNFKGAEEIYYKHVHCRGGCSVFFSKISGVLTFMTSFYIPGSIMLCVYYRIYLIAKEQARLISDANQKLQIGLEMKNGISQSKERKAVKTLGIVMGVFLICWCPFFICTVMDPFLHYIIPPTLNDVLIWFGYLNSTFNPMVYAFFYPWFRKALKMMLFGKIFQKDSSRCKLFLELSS
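Test system: RD-HGA16 (CHO) cells co-expressing Gα16 and hTAAR1; dosing: one-point dosing at 3 µM (nominal); timing: 17-24 h seeding, 75 min 37 °C dye, 30 min RT; signal: kinetic Fluo-8 calcium fluorescence; read-out basis: % activation relative to PEA EC100 response; controls: DMSO and PEA EC100; replicates: n 1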
CHO-K1 Ca ag: counter-screen for M1 agonists: effect in parental CHO-K1 cells; 360,000 compounds, 0.48% hits; Fluo-8 calcium fluorescence; scaled to maximal ATP response, vehicle zero; activation, % at 3 µM; in the data active = activation above about 15%;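 note: untransfected CHO-K1 host cells lacking M1 receptor as counterscreen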
CHO-K1 Ca antag: nonselective inhibitor or artifact in parental CHO-K1 cells; inhibition, % at 3 µM; ATP-induced calcium, Fluo-8 fluorescence; 360,000 compounds, 0.6% hits;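 active = inhibition above a per-plate cutoff, the plate's mean sample inhibition plus 3 SD, cut at about 24% in these data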;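 note: 0% = DMSO plus EC80 ATP and 100% = DMSO alone without ATP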
TAAR1 antag: human TAAR1 antagonism; CHO RD-HGA16 TAAR1, Fluo-8 calcium fluorescence, antagonist; inhibition, % at 3 µM; 360,000 compounds, 1.5% hits; AID 624466;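 active = inhibition above a per-plate cutoff, the mean inhibition of test compounds on that plate plus 3 SD, cut at about 49% in these data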;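 note: 0% = DMSO plus EC80 beta-PEA response and 100% = DMSO alone without agonist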
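Test system – hTAAR1-expressing CHO RD-HGA16 cells, Gα16-coupled · Also added – β-PEA at EC80 concentration, post-compound challenge · Compound – 3 µM, single point · Incubation – dye loading 75 min at 37 °C, then 30 min room temperature · Measured by – Fluo-8 intracellular calcium dye fluorescence, real-time kinetic reads · Benchmarks – vehicle and agonist controls · Replicates – singlicate, one well per test compound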
Numbers without * were called inactive; . = no result given.

SMILES	V1R ag counter	M1 PAM parental	OXTR potentiator	CHO parental Ca	M1 ag	TAAR1 agonist	CHO-K1 Ca ag	CHO-K1 Ca antag	TAAR1 antag
COc1ccc2oc(C(=O)OCC(=O)NC3CCCC3)c(C)c2c1	2.3	-6.0	-5.1	-11.1	-2.4	2.0	3.2	-1.3	-6.8
Cc1ccc(-c2n[nH]c(=S)n2/N=C/C=C/c2ccccc2[N+](=O)[O-])cc1	-0.4	10.5	-2.1	-14.0	-2.4	1.7	-0.1	0.1	17.1
CCOc1ccc(C(c2c(C)[nH][nH]c2=O)c2c(C)[nH][nH]c2=O)cc1OCC	0.6	2.6	-2.6	4.8	-4.5	0.3	0.5	2.5	6.9
Cc1cccc(OCC(=O)N(Cc2ccc(C)o2)C2CCS(=O)(=O)C2)c1 (configuration not stated)	0.0	-19.3	-1.6	-7.3	4.7	0.9	-0.2	14.3	-23.5
COc1ccc(/C=C/C(=O)O)cc1S(=O)(=O)N1CCCCC1	0.3	0.7	-0.7	2.3	-4.9	-0.1	-0.1	-7.6	13.7
Cc1cccc(N2C(=O)CC(Sc3nccc(C)n3)C2=O)c1 (configuration not stated)	0.9	15.9	2.5	-8.4	-3.8	7.5	0.6	-6.1	1.0
O=C(COc1ccccc1)NCC(=O)Nc1ccncc1	0.7	12.3	-3.1	2.1	-1.8	4.8	2.6	-2.5	-36.9
COC(C(=O)NCc1ccccc1C)c1ccccc1 (configuration not stated)	0.2	-13.4	-1.5	-7.3	-3.0	1.6	-0.2	7.1	-16.7
CCOc1ccc(NC(=O)CN(C)C(=O)c2cccc3ccccc23)cc1OCC	.	17.2	.	.	-1.9	2.0	3.3	-11.2	-11.8
O=C(c1ccccn1)C1CCCN(Cc2cn[nH]c2-c2cc3ccccc3o2)C1 (configuration not stated)	0.1	-1.6	-11.5	-12.5	-6.5	3.4	1.2	5.9	8.3
CC(Oc1ccc(Br)cc1)C(=O)Nc1ccc(N2CCOCC2)cc1N1CCOCC1 (configuration not stated)	0.4	20.6	-14.3	-2.6	-0.7	0.1	1.1	-3.5	-12.7
Cc1cc(N=Cc2c(O)n(-c3cccc(Cl)c3)c(=O)c3ccccc23)no1	0.0	19.9	1.8	-22.4	-4.0	-0.5	13.6	1.2	6.9
CC(C)c1ccc(C(O)c2cnc(C(C)C)n2C)cc1 (configuration not stated)	2.1	-8.1	-6.7	-7.9	-7.8	1.4	1.1	6.7	4.1
CCN(CC(=O)Nc1cc(Cl)ccc1-n1cncn1)Cc1nc2ccccc2c(=O)[nH]1	-0.1	5.9	4.5	-9.7	-4.2	7.0	2.4	-9.3	22.3
CCn1c(SCC(=O)Nc2ccc(F)cc2F)nc2c(c1=O)SCC2	0.5	10.4	1.2	-10.9	-2.5	0.2	-0.4	-7.7	-45.4
CC(=O)Nc1cc(S(=O)(=O)C(F)(F)F)ccc1Cl	1.6	15.3	-15.9	11.4	-1.2	10.1	0.2	-3.1	5.7
CCn1cc(C(=O)N[C@@H](CCSC)C(=O)NCCCOC)c(=O)c2cc3c(cc21)OCO3	0.5	-15.9	-3.8	-4.3	-2.7	-0.7	0.7	-9.5	-5.8
CCc1ccc(C)c(OC(=O)c2cncc(Br)c2)c1	0.2	17.9	-7.8	1.6	-1.4	7.6	5.2	-16.5	-13.7
O=c1cnnc(SCc2ccc([N+](=O)[O-])cc2)[nH]1	0.5	-10.1	-14.2	-0.5	-0.9	0.9	0.3	0.7	-7.1
O=C(Nc1ccccc1C(=O)NC1CCCCC1)c1ccccc1	-0.6	-0.2	-1.1	-17.4	-3.8	-1.6	0.3	-6.5	-1.2
Cc1nn(-c2ccc(Cl)cc2Cl)c(C)c1C(=O)O	0.2	25.4	-8.6	-17.9	-5.9	9.8	1.1	-12.5	-15.1
CN(C)c1ccc(C=Nc2ccccc2)cc1	0.4	15.4	2.7	-3.2	-4.5	-0.2	0.5	-16.0	-18.0
COC(=O)c1ccc(C(=O)Nc2ccc3nc(-c4cccnc4)[nH]c3c2)cc1	0.4	17.3	-12.9	-8.7	-2.7	1.2	0.9	-7.5	8.6
C=CCC[C@@H](Cc1ccc(F)cc1)C(=O)OC[C@@H](Cc1c[nH]c2ccccc12)NC(=O)[C@H](CC=C)CC(=O)N(CCO)Cc1ccccc1	-0.6	13.1	-9.3	9.4	-3.4	4.9	0.5	-4.5	60.3*
O=C(NCCc1cccs1)Nc1nnc([C@H]2C[C@H](O)[C@@H](CO)O2)s1	.	7.0	.	.	-3.2	8.3	0.3	-1.1	-12.8
COc1ccc(NC(=S)NCCSc2ccc(C)cc2)c(OC)c1	-1.3	5.5	-9.6	-30.2	-5.4	13.0	-0.1	-6.2	6.2
Nc1n[nH]c(S(=O)(=O)CCCc2ccccc2)n1	0.2	12.5	-7.8	-4.7	-3.0	9.0	0.6	-6.4	-0.8
CCOC(=O)C1CCCN(C(=O)CCNS(=O)(=O)c2ccc(Br)cc2)C1 (configuration not stated)	1.7	-3.8	-7.6	-22.1	2.3	0.9	0.9	-17.0	0.2
COc1cccc(/C=N/NC(N)=S)c1OCc1cccc(Cl)c1	-0.4	26.1	-5.4	-13.3	-9.5	3.9	6.5	-7.3	7.5
C[C@@H](c1ccccc1)N1C[C@@H](COCc2ccccc2)Oc2cc(N3CCC[C@@H]3CO)ccc2S1(=O)=O	.	5.5	.	.	.	2.6	3.5	-10.6	11.1
NS(=O)(=O)c1ccc(NC(=O)COc2ccc(S(=O)(=O)N3CCCC3)cc2)cc1	1.0	6.2	-2.4	-5.8	-6.3	-1.4	0.5	2.1	-4.7
COc1cccc(NC(=O)CCNC(=O)N2CC(=O)Nc3ccccc32)c1	0.7	25.4	-8.4	8.8	-1.0	4.1	1.1	-18.0	-3.0
CCNc1oc(COc2ccccc2F)nc1C#N	-0.2	2.7	-1.0	2.1	-3.7	-0.1	0.1	5.1	3.0
COc1ccc(CCNC(=O)C2CCC(=O)N(CCc3ccc(OC)cc3)C2)cc1 (configuration not stated)	0.9	-11.0	-1.0	-12.7	-2.0	1.8	0.8	5.0	-7.7
CC(C)(C)CC(C)(C)N=C1Nc2cc(Cl)c(Cl)cc2NC12C[C@H]1CCC(=O)N3CC[C@@H](C2)[C@@H]13 (some centres not stated)	.	13.2	.	.	-5.7	2.7	0.1	-13.6	-5.9
C=CCOc1ccc(CNc2ccc3[nH]c(=O)[nH]c3c2)cc1	4.3	26.9	-22.3	5.8	-3.4	4.0	5.0	-15.8	0.4
NC(=O)C1CCN(C(=O)C(Cc2ccccc2)NC(=O)c2ccccc2)CC1 (configuration not stated)	1.5	-10.9	3.6	-5.1	0.5	16.8	0.2	-11.9	-4.1
CC(C)C1=NOC(C(=O)N2CCC(N3CCC(C(=O)N4CCOCC4)CC3)CC2)C1 (configuration not stated)	0.9	23.9	-2.8	-16.3	-4.8	0.8	1.5	-15.9	1.5
CCN1CCCC1CN(Cc1cc2ccc(C)cc2[nH]c1=O)C(=S)Nc1cccc(OC)c1 (configuration not stated)	-0.7	12.6	-8.2	-14.9	-7.5	0.1	-0.6	0.7	1.4
CCOC(=O)C1=C(C)N=C(SC)N(C)C1c1ccccc1 (configuration not stated)	-1.1	11.6	3.5	-13.7	-8.5	17.2	-0.8	-10.1	5.7
CCO[C@H]1OC(C(=O)O)=C[C@@H](c2cn(C(C)=O)c3ccccc23)[C@@H]1CCCO	0.3	9.9	-0.8	4.3	-3.9	19.0	1.2	-8.6	-5.3
COc1ccccc1Oc1ccc(S(=O)(=O)N2CCOCC2)cc1S(=O)(=O)N1CCOCC1	-1.1	14.4	0.4	-23.6	-4.4	0.8	0.4	-14.9	1.9
COc1ccc(-c2nc(CS(=O)CC(=O)NCc3ccc(C)cc3)c(C)o2)cc1OC (configuration not stated)	0.1	-11.3	-3.5	-22.9	-1.0	.	0.4	11.5	.
O=C(NCc1ccc2c(c1)OCO2)C1CC(=O)N(CCc2ccc(F)cc2)C1 (configuration not stated)	-0.8	1.3	-2.6	-10.2	-0.1	3.5	1.6	-13.3	-10.9
CCOc1ccc(NC(=O)Nc2ccc3c(c2)nc(C)n3C)cc1	-0.5	12.2	0.3	-17.1	-3.6	0.4	-0.1	-8.6	4.4

Entries above containing two or more sulfur atoms:
SMILES	V1R ag counter	M1 PAM parental	OXTR potentiator	CHO parental Ca	M1 ag	TAAR1 agonist	CHO-K1 Ca ag	CHO-K1 Ca antag	TAAR1 antag
CCn1c(SCC(=O)Nc2ccc(F)cc2F)nc2c(c1=O)SCC2	0.5	10.4	1.2	-10.9	-2.5	0.2	-0.4	-7.7	-45.4
O=C(NCCc1cccs1)Nc1nnc([C@H]2C[C@H](O)[C@@H](CO)O2)s1	.	7.0	.	.	-3.2	8.3	0.3	-1.1	-12.8
COc1ccc(NC(=S)NCCSc2ccc(C)cc2)c(OC)c1	-1.3	5.5	-9.6	-30.2	-5.4	13.0	-0.1	-6.2	6.2
NS(=O)(=O)c1ccc(NC(=O)COc2ccc(S(=O)(=O)N3CCCC3)cc2)cc1	1.0	6.2	-2.4	-5.8	-6.3	-1.4	0.5	2.1	-4.7
COc1ccccc1Oc1ccc(S(=O)(=O)N2CCOCC2)cc1S(=O)(=O)N1CCOCC1	-1.1	14.4	0.4	-23.6	-4.4	0.8	0.4	-14.9	1.9

The results go on.
SMILES	V1R ag counter	M1 PAM parental	OXTR potentiator	CHO parental Ca	M1 ag	TAAR1 agonist	CHO-K1 Ca ag	CHO-K1 Ca antag	TAAR1 antag
CC(=O)c1ccc(S(=O)(=O)NC2CC(=O)N(c3ccc(C)cc3)C2)cc1 (configuration not stated)	1.6	4.1	-1.1	-16.1	0.5	4.9	1.3	3.4	7.7
C=CCn1c(SCc2ccc(C#N)cc2)nnc1-c1cccc(OC)c1	2.1	4.9	-18.1	-28.8	-1.6	9.2	3.0	8.1	11.3
CCOC(=O)C1=C(O)/C(=C/c2ccc(OCC(=O)O)c(OC)c2)SC1=Nc1ccc(OC)cc1	-0.5	9.3	-1.6	4.0	-2.5	-0.8	-0.4	-2.3	-22.8
Fc1ccc(-[n+]2nc(Nc3ccccc3)sc2-c2c3ccccc3cc3ccccc23)cc1	3.3	15.1	-7.0	10.9	19.3*	45.8*	2.6	-6.6	25.2
CCCOc1cccc(C(=O)NC(=S)Nc2ccc(N3CCN(C)CC3)cc2)c1	1.0	17.5	-3.1	-16.3	-13.2	9.4	0.6	-11.4	-1.3
